CHX counter = Cycloheximide Counterscreen for Small Molecule Inhibitors of Shiga Toxin | cell reporter, cycloheximide protein synthesis inhibition counterscreen | max response, % | actives 12% (n = 300,000); in the data active = max response mostly above about 13%, no sharp cut-off; inactive = mostly below about 14%; also: read at 38.3 µM for the half of the compounds with a filed dose; 0% is about no effect
Pf growth 96h = Primary qHTS for delayed death inhibitors of the malarial parasite plastid, 96 hour incubation. P. falciparum luciferase reporter growth, 96 h. Potency, µM (top dose mostly 28.7 µM), inactives show at the highest dose activity change, negative = inhibition, actives largely listed as inhibitors. actives 6.9% (n = 320,000). AID 504834, 2011; also: potency is read from the fitted curve at half-maximal effect; % is scaled to controls: 0 for no effect and ±100 for the full control effect
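P. falciparum expressing integrated firefly luciferase, in erythrocytes at 2% hematocrit, 0.05% parasitemia, incubated with compounds 96 h at 37 C, 5% CO2. Growth inhibition read as loss of luminescence; two-generation exposure targets delayed-death apicoplast inhibitors.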
HCV inhibitor = qHTS Assay for Inhibitors of Hepatitis C Virus (HCV) | Huh7.5.1 HCVcc-Cre infection, luciferase reporter, 44 h | Potency, µM (top dose mostly 41.8 µM), inactives show at the top dose activity change, negative = inhibition, hits mostly inhibitors | AID 651820, 2012 | actives 3.4% (n = 340,000); also: potency is read from the fitted curve at half-maximal effect; % is scaled to controls: 0 for no effect and ±100 for the full control effect
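After 44 h co-culture of compound, cells and HCVcc-Cre (~0.5 moi), substrate is added for 15 min at room temperature and luciferase measured over 15 sec. Cells were seeded at 1,000/well and pre-cultured 4 h.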
FBPA Giardia inh = qHTS Assay for Inhibitors of Fructose-1,6-bisphosphate Aldolase from Giardia Lamblia. actives 0.71% (n = 290,000). AID 2451, 2010. A8B2U2. Potency, µM (series often up to 59.6 µM), without a hit: at the highest dose activity, negative = inhibition, most hits filed as inhibitors. purified Giardia FBPA; also: potency is read from the fitted curve at half-maximal effect; % is scaled to controls: 0 for no effect and ±100 for the full control effect; nearly all actives have a fitted effect of over 55% in size
Target sequence (A8B2U2 whole entry, looked up): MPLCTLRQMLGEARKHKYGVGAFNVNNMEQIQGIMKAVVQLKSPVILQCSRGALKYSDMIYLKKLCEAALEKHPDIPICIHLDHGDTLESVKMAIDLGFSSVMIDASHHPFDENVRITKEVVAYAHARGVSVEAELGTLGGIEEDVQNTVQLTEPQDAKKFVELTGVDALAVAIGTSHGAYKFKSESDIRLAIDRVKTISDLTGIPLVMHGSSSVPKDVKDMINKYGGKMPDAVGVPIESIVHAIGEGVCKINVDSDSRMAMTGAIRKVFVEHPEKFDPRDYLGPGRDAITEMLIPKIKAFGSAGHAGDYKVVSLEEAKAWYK
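Giardia FBPA (40 nM reagent) was preincubated 10 min at RT with compound (up to 57.5 uM final), then substrate plus GAPDH/TPI/NAD/arsenate coupling system with diaphorase/resazurin was added; resorufin fluorescence (525/598 nm) was read after 20 min.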
Shiga inhibitor = A qHTS for Small Molecule Inhibitors of Shiga Toxin; Vero cells, Shiga toxin protein synthesis inhibition reporter; AID 2315, 2010; inhibition, % at 38.7 µM; actives 9.2% (n = 290,000); in the data active = inhibition mostly above about 28%, no sharp cut-off; inactive = mostly below about 43%; also: 0% is about no effect
Pf growth 48h = Primary qHTS for delayed death inhibitors of the malarial parasite plastid, 48 hour incubation; P. falciparum luciferase growth in erythrocytes, 48 h; Potency, µM (series often up to 28.7 µM), without a hit: at the highest dose activity change, negative = inhibition, usual class: inhibitors; actives 5.9% (n = 310,000); also: potency is read from the fitted curve at half-maximal effect; % is scaled to controls: 0 for no effect and ±100 for the full control effect
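Parasite viability was followed by luminescence of a genomically integrated firefly luciferase. Cultures held 0.1% parasitemia at 2% hematocrit (final), incubated under 5% CO2 at 37 C.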
* = called active by the depositor; i = inactive; ? = inconclusive; . = no result given; + = active, no number; & = joins results of further samples; ! = a repeat was not active; [ ] = dose if it differs, or a comment. Unless noted, calls follow the shape of the dose curve; as a rule, active = well fitted curve in the direction sought with a large enough effect; inconclusive = small, poorly fitted or top-dose-only effect, or another doubt; inactive = no such curve, though single readings can be large; an effect the other way counts as inactive or inconclusive. Compounds as they come; 24% or so of the library scored in one or more.

SMILES	CHX counter	Pf growth 96h	HCV inhibitor	FBPA Giardia inh	Shiga inhibitor	Pf growth 48h
O=C(O)c1cc(N=Nc2c(O)ccc3ccccc23)cc(C(=O)O)c1	8	?	11%	-17%	-1	?
CCn1cc(C(=O)N2CCN(c3cccc(C)c3C)CC2)c(=O)c2ccc(C)nc21	-2	25%	1%	-6%	-3	41%[activator]
COc1cc(/C=N/N2CCN(C3c4ccccc4-c4ccccc43)CC2)cc(OC)c1O	-2	?	-30%	-10%	-6	?
NC(=O)c1nn(-c2cccc(Cl)c2)c(=O)cc1O	8	59%[activator]	21%	5%	-16	21%
O=C(O)CNC(=O)/C(=C\c1ccco1)NC(=O)c1ccco1	2	0%	5%	-29%	-5	5%
CN(C)S(=O)(=O)c1ccc(NC(=O)CN2C(=O)NC(Cc3ccccc3)C2=O)cc1 (stereo unspecified)	.	-15%	-5%	.	.	?
O=C(Nc1nc(-c2ccc3ccccc3c2)cs1)c1ccc(N2C(=O)CCC2=O)cc1	-3	-19%	-25%	2%	-7	-7%
CCN(CC)c1ccc(C=Nc2cc(C)ccc2C)c(O)c1	-3	13%	-23%	-13%	14	13%
COc1cccc(C(C(=O)NC2CCCC2)N(Cc2ccco2)C(=O)c2ccco2)c1OC (stereo unspecified)	-1	100%[activator]	-16%	0%	18	?
CCOC(=O)C(=O)/C(C#N)=C/Nc1ccccc1	-1	10%	-4%	-1%	-11	.
C=CCn1c(O)c(C(C)=NCc2ccco2)c(=O)[nH]c1=O	-4	.	6%	3%	1	-1%
CC(Oc1ccc2ccc(=O)oc2c1)C(=O)NC1CC(C)(C)NC(C)(C)C1 (stereo unspecified)	8	31%[activator]	22%	-11%	3	37%[activator]
CCOC(=O)c1c(C)[nH]c(C(=O)CSc2nccc(C)n2)c1C	37*	70%[activator]	?	1%	87*	85%[activator]
CCC(C)n1c(O)c(/C=N/Nc2nc3c(c(=O)n(C)c(=O)n3C)n2C)c(=O)[nH]c1=S (stereo unspecified)	-2	-1%	-8%	?	9	-14%
O=C(Nc1ccc(NC(=O)c2ccco2)nc1)c1ccco1	11	21%	14%	3%	42	i
Cc1cc(C)cc(OCC(=O)NCCc2nc3ccccc3[nH]2)c1	-3&-2	?	13%	5%	14&-11	0%
O=C(CCl)N(CCc1ccccc1)CCc1ccccc1	19	?	?	-6%	-3	12µM*
CCC(C)(C)NC(=O)CN(CCc1cccc(C)c1)C(=O)c1csnn1	-4	0%	0%	1%	-4	-14%
CCCn1c2ccccc2c2nnc(SCC(=O)Nc3nnc(CC(=O)OCC)s3)nc21	-4	?	?	3%	-21	.
CC(=O)Nc1ccc(S(=O)(=O)N/N=C/c2ccc(C)s2)cc1	48*	80%[activator]	8%	5%	73*	147%[activator]
COc1ccc(C2CC(O)(c3ccccc3)Oc3cc(OC)c(OC)c(OC)c32)cc1 (stereo unspecified)	20*!	10µM*	-26%	?	33&7	10µM*
N/C(CC1CC1(Cl)Cl)=N\OC(=O)c1ccccc1 (stereo unspecified)	45*	?	6%	3%	71*	?
O=C(N/N=C/c1ccc(OCCCF)cc1)c1ccc(C(F)(F)F)cc1	-3	4%	-28%	3%	10	?
CC(C)C(NS(=O)(=O)c1ccc2c(c1)C(C)(C)C(=O)N2C)C(=O)NCc1ccc(F)cc1 (stereo unspecified)	-1	?	3%	11%	15	3%
Clc1ccccc1CSc1ncn(-c2ccccc2)n1	42*	360%[activator]	-9%	-11%	70*	313%[activator]
O=C(CN1C(=O)c2cccnc2Oc2ccc(Cl)cc21)NCCc1ccccc1	19	?	-18%	.	4	?
O=[N+]([O-])c1cccc(/C=C2\CCC(/C=N/Nc3ccc4ccccc4n3)=C2N2CCOCC2)c1	17*	0.41µM*	?	7%	-3	?
Cc1cc(Cl)cc(C)c1OCCCCN1CCOCC1	-3	-18%	?	-14%	-1	-13%
Cc1cc(NC(=O)c2cc3ncc(Br)cn3n2)no1	1	.	18%	-1%	-5	69%[activator]
O=C(Cn1c(CO)nc2ccccc21)NC1CCCCCC1	-2	23%	.	5%	-8	-16%
CC1SCC(=O)N(CC(=O)NCCc2ccccc2)C1=O (stereo unspecified)	-3	?	21%	1%	-5	0%
CCOC(=O)c1sc(=NC(=O)c2cccc(OC)c2)n(C)c1C	36*	2%	-1%	3%	59*	85%[activator]
COc1ccc(NC(=O)c2cc([N+](=O)[O-])ccc2O)cc1	-5	?	?	-22%	-21	-38%
COC(=O)c1ccc(N2CCOCC2)c(NC(=O)c2ccc3c(c2)OCCO3)c1	0	?	-27%	.	18	-3%
Cc1ccc(S(=O)(=O)NC(=O)Nc2ccccc2F)cc1	2	-23%	-5%	1%	18	-22%
COc1ccccc1NC(NC(=O)c1ccco1)C(=O)c1ccccc1 (stereo unspecified)	12	0%	2%	-12%	13	24%
Cc1nnc(NC(=O)c2cccc(S(=O)(=O)N3CCc4ccccc43)c2)s1	-5	.	-2%	29%	-19	-12%
CC(C)(C)P(=O)(NCc1ccccc1)c1ccccc1 (stereo unspecified)	18	-26%	9%	3%	-4	9%
N#Cc1c(Nc2ccccc2)c(C=NCCN2CCOCC2)c[nH]c1=O	-2	9.3µM*	-3%	?	-2	4%
O=C(Nc1ccc(Cl)cc1)N1CCOCC1	14*	?	-10%	9%	.	73%[activator]

Arranged by molar mass (descending): 4 of the compounds above.
SMILES	CHX counter	Pf growth 96h	HCV inhibitor	FBPA Giardia inh	Shiga inhibitor	Pf growth 48h
CN(C)S(=O)(=O)c1ccc(NC(=O)CN2C(=O)NC(Cc3ccccc3)C2=O)cc1 (stereo unspecified)	.	-15%	-5%	.	.	?
Clc1ccccc1CSc1ncn(-c2ccccc2)n1	42*	360%[activator]	-9%	-11%	70*	313%[activator]
Cc1cc(Cl)cc(C)c1OCCCCN1CCOCC1	-3	-18%	?	-14%	-1	-13%
NC(=O)c1nn(-c2cccc(Cl)c2)c(=O)cc1O	8	59%[activator]	21%	5%	-16	21%

Continuation.
SMILES	CHX counter	Pf growth 96h	HCV inhibitor	FBPA Giardia inh	Shiga inhibitor	Pf growth 48h
CCCCNC(=S)Nc1ccc2nc3n(c(=O)c2c1)CCCCC3	22*	-19%	-17%	6%	16	13%
COc1cccc(OCC(O)CN2CCN(c3ccccn3)CC2)c1 (stereo unspecified)	-2	232%[activator]	-2%	-23%	-56	-2%
Cc1ccccc1C(=O)NC1CCN(Cc2nnnn2C2CCCC2)CC1	-2	6.6µM*	7%	3%	0	-9%
CCOC(=O)CNC(=O)C(Cc1ccccc1)NS(=O)(=O)c1cccs1 (stereo unspecified)	1	-25%	-9%	2%	4	40%[activator]
CCn1c(=O)n(CC)c2cc(N3CCCC3)c(NC(=O)c3cccc(C)c3)cc21	6	?	13µM*	-18%	-4	0%
CCN(C(=O)Cc1cccs1)c1nnc(-c2cccnc2)s1	28*	3%	-14%	-2%	48*	30%
COCCNC(=O)c1cccc(OC2CCN(Cc3ccc(OC(F)F)cc3)CC2)c1	-1	0%	7.1µM*	-1%	0	-3%
C=CCn1c(SCC#N)nnc1-c1ccc2ncccc2c1	1	?	6%	5%	-8	?
Cc1nn(C)c(C)c1CN(C)C(=O)c1nn2c(c1Br)NC(c1cccs1)CC2C(F)(F)F (stereo unspecified)	-3	9.3µM*	-5%	7%	-7	?
CC(Oc1cccc2ccccc12)C(=O)N/N=C/c1cccnc1 (stereo unspecified)	-2	20%	20%	0%	-7	-3%
CCCCS(=O)(=O)NC1=NCN(Cc2ccco2)CN1	-2	1%	3%	3%	-4	32%[activator]
O=C(O)CC(NCc1ccco1)C(=O)OCCc1ccccc1 (stereo unspecified)	-1	13%	29%	-6%	-6	6%
Cc1cc(C)cc(NC(=O)CSc2nnc(-c3ccccc3)n2N)c1	14*	?	3%	5%	-10	0%
CC(C)CN(C(=O)CSc1ncnc2sccc12)C1CCS(=O)(=O)C1 (stereo unspecified)	.	?	8%	.	.	-15%
Cc1ccc(N2C(=O)C3C(C2=O)C(C(=O)c2ccc(Cl)cc2)N2CCCC32)cc1 (stereo unspecified)	14	.	16%&2%	-5%	16	?
CC(C)(C)N(Cc1ccccc1)C(=O)COC(=O)CN1C(=O)C2CC=CCC2C1=O (stereo unspecified)	0	28%	3%	.	3	3%
CC1=C(C(=O)Nc2cc(C(=O)NCCC(C)C)ccc2C)SCCO1	-1	11%	0%	1%	0	9%
CC(C)OC(=O)C1C(=O)NC2(C)CC1c1ccccc1O2 (stereo unspecified)	-3	2%	17%	1%	-7	.
CS(=O)(=O)N(CCc1ccccc1)CC(=O)NCc1ccccn1	-3	-20%	12%	0%	-4	11%
Cc1ccc2nc(N3C(=O)C(O)=C(C(=O)c4ccc(C)o4)C3c3ccc(O)cc3)sc2c1 (stereo unspecified)	.	-30%	24%	.	.	5%
Cn1c(CO)cnc1S(=O)(=O)Cc1ccc([N+](=O)[O-])cc1	-1	?	?	-2%	18	-5%
Cc1cccc(NC(=O)C(C)OC(=O)c2ccccc2NS(=O)(=O)c2cc(C)c(C)c([N+](=O)[O-])c2)c1 (stereo unspecified)	1	1%	?	11%	-8	3%
CCCCc1cc(=O)oc2cc(OCC(=O)N3CCC(C(N)=O)CC3)ccc12	-1	?	-13%	1%	1	?
CC(=O)Nc1ccc(OC(=O)Cc2ccc(Cl)cc2)cc1	-2	18%	-9%	-1%	-12	-5%
CCOC(=O)C1=C(C)Nc2ccccc2N=C1NC(=O)CCCN1C(=O)c2ccccc2C1=O	-2	1%	9%	8%	-16	-5%
CC(C)(C)C1CCC(OCC(O)CN2CCN(c3ccccn3)CC2)CC1 (stereo unspecified)	-1	-22%	-22%	-16%	-11	4%
Cc1cc(C)cc(NC(=O)C2C3C=CC4(O3)C2C(=O)N(CCCN2CCCCC2)C4C(=O)NC2CCCCC2)c1 (stereo unspecified)	-8	-5%	-26%	13%	-5	?
O=C(NCc1ccco1)c1ccc(COc2cccc3ccccc23)cc1	9	7.4µM*	?	-3%	28	7.4µM*
CCN1C=C(C(=O)OC)C(c2cccc(C)c2)C(C(=O)OC)=C1	1	12µM*	-4%	13%	-9	.
COc1ccc(C(CNC(=O)C2CC(=O)N(Cc3ccccc3)C2)N2CCCC2)cc1 (stereo unspecified)	.	-9%	-9%	.	.	?

Single records (already shown).
Entry for `Cn1c(CO)cnc1S(=O)(=O)Cc1ccc([N+](=O)[O-])cc1` = CHX counter = -1; Pf growth 96h = ?; HCV inhibitor = ?; FBPA Giardia inh = -2%; Shiga inhibitor = 18; Pf growth 48h = -5%
Entry for `COc1ccc(C(CNC(=O)C2CC(=O)N(Cc3ccccc3)C2)N2CCCC2)cc1` (stereo unspecified) = CHX counter = .; Pf growth 96h = -9%; HCV inhibitor = -9%; FBPA Giardia inh = .; Shiga inhibitor = .; Pf growth 48h = ?

Continued.
SMILES	CHX counter	Pf growth 96h	HCV inhibitor	FBPA Giardia inh	Shiga inhibitor	Pf growth 48h
Cc1ccc2[nH]c(-c3ccc(F)cc3F)cc(=O)c2c1	32*	.	.	-5%[89.2 µM]	+	.
COc1cccc(C(=O)Nc2ccc(NC(=O)C3C4C=CC(C4)C3C(=O)O)cc2)c1 (stereo unspecified)	41*	56%[activator]	?	.	142*	-8%
CC/C(=N/NC(=O)c1ccccc1)c1ccc(OCCN2CCOCC2)cc1	70*	49%[activator]	15%	-3%	80*	72%[activator]
Cc1nn(Cc2ccccc2Cl)c2sc(C(=O)OC3CCCC3=O)cc12 (stereo unspecified)	8	?	3%	0%	31	?

Bioassay records deposited in PubChem BioAssay by National Center for Advancing Translational Sciences (NCATS).
